ER stress rescue – rescue of cells from ER stress-induced death, primary screen, 384-well, CSM14.1, thapsigargin, ATP luminescence (AID 1222); cellular ATP content (survival), % at 20 µM, or EC50 in µM where a hit was titrated; CSM14.1 thapsigargin-induced death rescue, ATP luminescence; higher % means a stronger effect; 190,000 tested, under 10 active;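 active means EC50 below 50 µM in the dose-response confirmation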;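 further: death triggered by thapsigargin at about 15 µM added after 2 h compound pretreatment; cell ATP read after overnight thapsigargin exposure of roughly 18 to 22 hours; normalized against plate controls of thapsigargin alone and 5% DMSO vehicle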
TNAP activators – stimulation of alkaline phosphatase TNAP activity – biochemical, luminescent, no phosphate acceptor, uHTS, primary screen (AID 1001). 200,000 compounds, 0.03% hits. purified TNAP, luminescent activation assay, no phosphate acceptor; higher activation fold means a stronger effect. one-dose activation fold at 20 µM; EC50 in µM for titrated hits; in the data active means activation fold from about 3, or a potency from the dose series; inactive means the rest, 99 in 100 with activation fold below about 1.6; further: many of its hits are not listed in these tables
KOR beta-arrestin-1 – KOR agonists, beta-arrestin recruitment, primary screen, cell-based, luminescence, uHTS (AID 1777); 280,000 compounds, 0.02% hits; KOR beta-arrestin recruitment, luminescence; higher % means a stronger effect; activation, % at 10 µM; hits with a dose series show EC50 in µM; in the data active means activation above about 50%, passing the limit was not always enough; further: a part of the inactive calls stands beside numbers as strong as those of hits
Yfh1-off respiration – enhancers of respiration in Yfh1-depleted yeast, dose response, Friedreich's ataxia, plus single-dose screen (AID 1465); S. cerevisiae Yfh1-off respiration, WST-1 reduction, 72 h; higher fold induction means a stronger effect; fold induction at 50 µM, or EC50 in µM where a hit was titrated; 220,000 compounds, 0.074% hits;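 active means fold induction of absorbance versus untreated yeast above a set limit, then at least 30% activation at any dose in follow-up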;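 further: activators that raise dye reduction in frataxin-depleted yeast; strong numbers were not always called active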
NOD1 inhibition – NOD1 signaling inhibitors, primary screen, cell-based, luminescence, uHTS (AID 1578). NOD1-driven NF-kB luciferase reporter cells, luminescence; higher % means a stronger effect. inhibition, % at 4 µM, or EC50 in µM where a hit was titrated. 290,000 compounds, 1% hits; in the data active means inhibition mostly above about 36%, no sharp cut-off; inactive means mostly below about 34%;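 further: HEK-293T reporter cells stimulated with the NOD1 agonist gamma-tri-DAP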
KOR beta-arrestin-2 – KOR antagonists, beta-arrestin recruitment, cell-based, luminescence, uHTS (AID 1778). KOR beta-arrestin recruitment, luminescence, antagonist mode; higher % means a stronger effect. one-dose inhibition, % at 10 µM; IC50 in µM for titrated hits. 290,000 compounds, 0.091% hits; further: strong numbers were not always called active
GPR55 activation – selective activators of receptor GPR55 – imaging, U2OS cells, beta-arrestin-GFP redistribution, primary screen (AID 1961). U2OS GPR55 beta-arrestin-GFP redistribution imaging; higher % means a stronger effect. one-dose activation, % at 10 µM; EC50 in µM for titrated hits. 290,000 compounds, 0.048% hits;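 active means activation above 40% with more than 50 cells counted in the well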;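 further: U2OS osteosarcoma cells stably expressing GPR55 and beta-arrestin-GFP; plate controls were DMSO negative control for no effect and LPI positive control for full effect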
NTR1 agonist – NTR1-driven beta-arrestin-GFP spot formation – imaging, U2OS cells, high content, primary screen (AID 493036); P30989; agonist mode; activation, % at 20 µM; 330,000 compounds, 0.17% hits;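 active means activation at or above 40% of the spot to cytoplasm intensity ratio, with at least 20 cells analyzed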;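 further: 0% = DMSO without peptide and 100% = 100 nM NTR1 peptide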
Target sequence (P30989 whole entry, looked up): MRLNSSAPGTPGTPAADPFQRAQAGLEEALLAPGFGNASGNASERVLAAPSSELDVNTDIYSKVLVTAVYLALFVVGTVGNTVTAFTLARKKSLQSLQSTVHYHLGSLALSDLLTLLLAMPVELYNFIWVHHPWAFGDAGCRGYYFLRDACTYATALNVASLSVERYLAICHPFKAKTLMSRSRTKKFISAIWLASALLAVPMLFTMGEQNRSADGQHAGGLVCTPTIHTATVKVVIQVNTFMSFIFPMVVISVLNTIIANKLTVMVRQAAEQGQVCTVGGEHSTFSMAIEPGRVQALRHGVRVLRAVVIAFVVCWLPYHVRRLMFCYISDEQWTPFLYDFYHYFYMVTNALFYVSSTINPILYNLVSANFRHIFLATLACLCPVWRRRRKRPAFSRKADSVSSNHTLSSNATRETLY
HEK293 NOD2/NF-kB – inhibition of NOD2-driven NF-kB reporter – cell-based, luminescence, uHTS, HEK293 (AID 1566); one-dose inhibition, % at 4 µM; EC50 in µM for titrated hits; HEK293 NOD2/NF-kB luciferase reporter, luminescence; higher % means a stronger effect; 290,000 compounds, 0.63% hits; further: many of its hits are not listed in these tables
NTR1 agonist cell count 20 µM – further read-out of NTR1 agonist, marked with its call; cell count; measured here: cell count, cytotoxicity flag
Numbers without * were called inactive; i = inactive; nt = not tested or not shown; [ ] = another dose, or the depositor's remark. Unless noted, no stated cut-off is given here; in the data, active means inhibition above about 50%; inactive means the rest.

Results follow in this order: NOD1 inhibition, ER stress rescue, KOR beta-arrestin-2, GPR55 activation, NTR1 agonist cell count 20 µM, HEK293 NOD2/NF-kB, KOR beta-arrestin-1, TNAP activators, NTR1 agonist, Yfh1-off respiration
> CCOC(=O)C1CCCN(C(=O)c2cc3cc(OC)c(OC)cc3[nH]2)C1 (configuration not stated)
→ 2.6%, nt, -7.6%, 0.4%, 94, 7.7%, 3.8%, nt, -1.0, nt
> Cc1noc(C)c1CSCC(=O)NC1=NCCS1
→ 0.5%, -0.8%, 5.3%, 0.2%, 69, -6.1%, -1.6%, 1.1, 0.0, i
> CCOC(=O)c1cnc2ccccc2c1Nc1cccc(C(=O)O)c1
→ 0.3%, 2.2%, 20.1%, -0.2%, 41, 7.3%, -1.7%, 1.1, 0.9, i
> O=[N+]([O-])c1ccc(OCCCCN2CCc3ccccc3C2)cc1
→ -6.7%, nt, -19.7%[20 µM], -0.3%, 61, -12.3%, 5.5%, nt, -1.3, nt
> CCCn1c2ccccc2c2cnn(CC(=O)N(CC)CC)c(=O)c21
→ -2.0%, nt, -12.6%, -0.2%, 85, 11.9%, 11.2%, nt, 2.6, nt
> O=C(NCCOc1ccccc1)C1CCC(=O)N(CCCN2CCCC2=O)C1 (configuration not stated)
→ -35.7%, nt, -0.6%, -0.1%, 55, 1.8%, 9.0%, nt, 1.3, nt
> COc1cc(C2C(C(=O)c3cc4ccccc4o3)=C(O)C(=O)N2c2cc(C)on2)cc(OC)c1OC (configuration not stated)
→ -26.3%, nt, -4.1%, 0.6%, 57, 1.0%, -0.2%, nt, 0.9, nt
> O=C(c1cc2nc(-c3ccccc3)cc(C(F)(F)F)n2n1)N1CCN2CCCC2C1 (configuration not stated)
→ 11.8%, nt, -18.4%, -0.1%, 45, 3.5%, -2.3%, nt, -0.6, nt
> Cc1cc2c(c(SCC(=O)NCc3ccc(Cl)cc3)n1)C(=O)OC2
→ -10.2%, -0.3%, 9.2%, -0.1%, 61, 18.5%, -3.0%, 1.1, 0.4, i
> Cc1ccc(S(=O)(=O)NC(=O)NCc2ccc(Cl)cc2)cc1
→ -7.4%, -0.9%, -32.1%, -0.1%, 68, -0.4%, -1.6%, 1.2, -0.3, i
> O=C(c1cc2cc([N+](=O)[O-])ccc2oc1=O)N1CCN(C2CCCCC2)CC1
→ -19.4%, 1.3%, -21.1%[20 µM], -0.1%, 64, 6.7%, 1.7%, 0.9, 3.8, i
> CC(=O)N/N=C/c1cc2c(cc1[N+](=O)[O-])OCO2
→ -7.5%, 1.5%, 7.8%, -0.7%, 48, 6.1%, 1.7%, 1, 0.3, i
> COc1ccccc1C(=O)N/C(=C\c1cn(S(=O)(=O)N(C)C)c2ccccc12)C(=O)NCCCN1CCOCC1
→ -26.3%, nt, -14.0%, -0.2%, 54, 24.9%, -6.6%, nt, -0.2, nt
> COc1cccc(N2C(=O)CC(N3CCN(C(=O)c4ccco4)CC3)C2=O)c1 (configuration not stated)
→ -0.9%, -2.0%, -6.8%, 0.0%, 87, 5.6%, 4.0%, 1, -0.8, i
> COc1ccc2nc(C)c3c(c2c1)OC(C(C)(Cl)Br)C3 (configuration not stated)
→ 5.3%, nt, 38.4%, -0.1%, 62, 10.0%, -2.4%, nt, 8.7, nt
> CC1CCN(S(=O)(=O)c2cccc(C(=O)Nc3ccccc3)c2)CC1
→ -11.0%, 1.8%, -52.6%[20 µM], -0.1%, 42, 6.6%, nt, 1.1, 6.5, i
> CCN1CCN(c2cc(=O)n(-c3cc(Cl)ccc3C)c(=O)[nH]2)CC1
→ nt, -0.9%, 9.9%, -0.1%, 62, 15.4%, -4.6%, 1.1, 0.6, i
> C/C(N)=C(/C#N)C(=O)COC(=O)C(c1ccccc1)c1ccccc1
→ -38.4%, nt, -50.4%, 0.5%, 56, 1.2%, 3.9%, 1.1, 3.3, i
> Cc1ccc(-c2nc3cccnc3s2)cc1NS(=O)(=O)c1ccc2c(c1)CCCC2
→ -20.0%, -3.8%, 0.9%, 0.8%, 62, -15.2%, -0.3%, 1.1, -1.4, i
> Cc1cccc(OCc2nc(-c3ccccn3)n[nH]2)c1
→ -13.4%, 2.1%, -11.9%, 0.2%, 57, 0.1%, 3.3%, 1.1, -1.2, i
> FCCCOc1ccc(-c2ccnc(-c3ccccc3)n2)cc1
→ -45.6%, -1.9%, -12.5%, -0.2%, 57, -34.0%, 1.5%, 1, 2.4, i
> O=C(COc1ccc(S(=O)(=O)Nc2ccccc2)cc1)NCc1cccnc1
→ -14.2%, -0.9%, 15.0%, -0.1%, 52, -7.1%, -1.7%, 1.1, 2.0, i
> O=C(CNCC1CCCO1)NCc1ccco1 (configuration not stated)
→ 0.8%, -2.1%, 16.4%[20 µM], -0.1%, 40, 10.5%, -2.2%, 1.1, 0.6, i
> COc1ccc(Cn2nc(C)cc2C)cc1OC
→ 8.0%, 1.2%, 39.2%, 0.5%, 82, 3.5%, -0.4%, 1.1, -1.5, i
> COc1cccc(C(=O)Nc2nnc(-c3ccc(F)cc3)o2)c1
→ 2.8%, nt, 66.0%, -0.1%, 51, 2.0%, -2.5%, nt, 1.0, i
> CN(C(=O)COC(=O)c1ccc(Cl)c(N)c1)c1ccccc1
→ -27.4%, -0.2%, 0.4%, 0.4%, 28, 19.0%, -7.9%, 1.2, 2.7, i
> CC(=O)OCC(=O)[C@@]1(OC(C)=O)[C@@H](C)C[C@H]2[C@@H]3C[C@H](F)C4=CC(=O)C=C[C@]4(C)[C@@]3(F)[C@@H](O)C[C@@]21C
→ -12.2%, -0.2%, 2.7%, 0.2%, 62, 2.4%, 0.1%, 1.1, 0.2, i
> O=C(Nc1ccc(S(=O)(=O)Nc2cnc3ccccc3n2)cc1)c1ccc([N+](=O)[O-])cc1Cl
→ -5.9%, nt, 19.6%, 1.0%, 73, 32.3%, -3.1%, nt, 0.2, nt
> Cc1ccc([C@@H]2[C@@H]3C(=O)N(c4ccccc4)C(=O)[C@@H]3[C@]3(C)C(=O)N(Cc4ccccc4)CC(=O)N23)o1
→ 0.4%, nt, -43.2%[20 µM], 0.2%, 100, 5.5%, -1.5%, nt, -4.3, nt
> Nc1cccc2c1C(=O)N(C(=O)c1cccc(S(=O)(=O)N3CCCC3)c1)C2=O
→ 14.0%, -2.5%, -27.7%, -0.1%, 48, -4.9%, nt, 1.1, 1.7, i
> CCC1C(=O)N=C(SCC(=O)Nc2ccc(S(N)(=O)=O)cc2)NC1=O (configuration not stated)
→ -28.6%, -0.6%, -8.5%, 0.8%, 42, 6.5%, -4.5%, 1, -0.8, i
> Cc1nc2ccccc2c2oc(C(=O)NCc3ccccn3)cc12
→ -12.9%, -1.3%, 25.9%, -0.3%, 69, -6.4%, -3.6%, 1.1, -1.2, i
> C=C1SC(=Nc2c(C)cc(C)cc2C)N(C(=O)c2sc3ccccc3c2Cl)C12CCCCC2
→ -3.5%, nt, 10.2%, 0.3%, 110, 3.7%, 5.1%, nt, -0.1, i
> COC(=O)c1ccc(C(=O)NC2CCCc3c2cnn3-c2cc(F)cc(F)c2)nc1 (configuration not stated)
→ -17.1%, nt, -75.2%, 0.2%, 61, -43.8%, 10.0%, nt, 3.5, nt
> CCCc1nnc(NC(=O)CC(C)c2ccccc2)s1 (configuration not stated)
→ -22.6%, nt, 12.6%, 0.2%, 59, 0.3%, -4.0%, nt, 0.8, nt
> CC1CCCCN1C(=S)NCCc1ccccc1 (configuration not stated)
→ -24.0%, -4.1%, -31.5%, -0.2%, 46, -53.0%, 1.4%, 1.1, -0.2, i
> COCCCN1C(=O)C(=O)/C(=C(/O)c2ccc(OC)cc2C)C1c1cccnc1 (configuration not stated)
→ 16.6%, 4.1%, -43.4%, 0.2%, 67, 6.1%, 16.7%, 1, -1.6, i
> O=C(CCSCCC(=O)NCc1ccc(F)cc1)NCc1ccc(F)cc1
→ -39.0%, 7.2%, 31.5%, 1.0%, 48, -1.7%, 3.8%, 1.1, 2.3, i
> COc1cc([N+](=O)[O-])ccc1NC(=O)CCCOc1cccc(C)c1C
→ 23.1%, -2.7%, 14.2%, -0.3%, 56, 6.2%, 0.5%, 1.9, 1.3, i
> COc1ccc(C)cc1S(=O)(=O)N(C)CC(=O)Nc1ccc2c(c1)OCO2
→ -25.0%, 0.1%, 34.0%, 0.2%, 51, 0.8%, -5.2%, 1.1, -1.0, i
> CCn1c(C)nc2cc(C(=O)N/N=C(\C)c3ccc(N4CCOCC4)cc3)ccc21
→ -32.5%, nt, -3.4%, 0.1%, 44, 4.1%, -2.7%, 1.2, -0.5, i
> O=C(c1ccc(-c2ccccc2)cc1)C1CCCN(C(=O)c2ccncc2)C1 (configuration not stated)
→ -5.3%, -0.2%, -34.1%[20 µM], 1.5%, 89, 28.9%, nt, 1.1, 0.9, i
> N=c1c2ccccc2nnn1-c1ccc(C(F)(F)F)cc1
→ -28.5%, nt, -33.1%, -0.3%, 78, -15.9%, -0.3%, 1, -0.1, i
> O=C(CC(c1ccccc1)c1cc(Br)ccc1O)NCCCN1CCOCC1 (configuration not stated)
→ 2.2%, nt, -25.9%[20 µM], -0.2%, 49, 12.4%, 3.4%, nt, 0.5, nt
> CC1C2CC(CC1(C)C)N(C(=O)Nc1ccc3nccnc3c1)C2 (configuration not stated)
→ -6.6%, 0.2%, 1.0%, 0.3%, 35, 2.0%, 1.1%, 1.2, -0.4, nt
> Cc1c(NC(=O)C2CCCCC2)cc(C(=O)N2CCOCC2)cc1[N+](=O)[O-]
→ -17.2%, 0.2%, 21.2%, -0.5%, 58, 3.4%, -0.8%, 1, -0.9, i
> O=C(Oc1ccc(Cl)cc1)c1ccc2nccnc2c1
→ -11.7%, -4.2%, -5.7%, 0.0%, 82, 8.7%, -1.6%, 1.1, -6.5, i
> O=C(Nc1ccc(N2CCCC2)cc1)c1ccc(Br)o1
→ -35.4%, -6.8%, 12.5%, -0.1%, 47, -40.8%, 2.6%, 1.1, -1.4, i
> CC(C)n1c2ccccc2c2nnc(SCC(=O)OCN3C(=O)c4ccccc4C3=O)nc21
→ -13.5%, -1.8%, -19.6%, -0.2%, 66, -18.1%, -0.5%, 1.1, -0.4, i
> CC1CCC(NC(=O)CCS(=O)(=O)c2ccc3c(c2)NC(=O)CO3)CC1 (configuration not stated)
→ -15.4%, nt, -13.2%, -0.2%, 59, 1.1%, -2.7%, nt, -0.4, nt
> CC(=O)Nc1nc(C)c(CCC2OCCO2)c(=O)[nH]1
→ -9.0%, nt, 7.5%, -0.1%, 85, 5.3%, -1.5%, nt, -0.8, i
> COc1cc(CNS(=O)(=O)c2ccc3c(c2)CC(C)N3C(=O)C2CCC2)cc(OC)c1OC (configuration not stated)
→ 36.3%, nt, -10.7%, 0.1%, 75, 44.2%, -4.6%, nt, 2.0, nt

High-throughput results as filed in PubChem BioAssay.

Not all compounds are listed; rates above refer to the full screens.
